S1P4 antag: antagonists of human S1P4 receptor; O95977; S1P4-expressing cells, antagonist mode, reporter read-out; inhibition, % at 4.98 µM; 220,000 tested, 0.26% active; AID 1510; in the data active means inhibition above about 29%;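 further: 0% = wells stimulated with agonist and 100% = vehicle wells without agonist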
NPY2 pot ag: potentiates or activates human NPY-Y2 receptor; 220,000 tested, 0.45% active; cells expressing NPY-Y2, potentiator/agonist read-out; activation, % at 3.6 µM; P49146; in the data active means activation above about 27%;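 further: cells stimulated with NPY near EC25 plus isoproterenol at EC100; 0% = vehicle plus submaximal agonist and 100% = vehicle plus saturating agonist; some results beyond the cut were filed as inactive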
Ba/F3 V617F tox: loss of viability in JAK2V617F-driven Ba/F3 cells; Ba/F3 EpoR-JAK2V617F viability, ATP luminescence; inhibition, % at 5.6 µM; 220,000 tested, 1.1% active; AID 1446;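 active means inhibition above the campaign mean plus 3 SD over all tested compounds, cut at about 24% in these data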;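 further: cytokine-independent growth of Ba/F3 cells driven by EpoR plus mutant JAK2; 0% = DMSO-treated cells and 100% = JAK inhibitor I control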
BaF3 tox: parental Ba/F3 viability inhibition as JAK2V617F counter-screen; 220,000 tested, 1.1% active; inhibition, % at 5.6 µM; CellTiter-Glo ATP luminescence;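 active means inhibition above a per-campaign cutoff, the mean inhibition of all tested compounds plus 3 SD, cut at about 27% in these data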;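 further: 0% = DMSO wells and 100% = JAK Inhibitor I control wells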
NPY-Y1 antag: NPY-Y1 (human) receptor antagonism. P25929. HEK293-CNG Y1 cells, membrane potential fluorescence; NPY at EC95, then isoproterenol. inhibition, % at 3.6 µM. 200,000 tested, 1% active. AID 1040;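 active means inhibition above the campaign mean inhibition of all tested compounds plus 3 SD, cut at about 20% in these data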;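 further: 0% = DMSO wells given NPY plus isoproterenol and 100% = isoproterenol alone without NPY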
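Material: HEK293 Y1/CNG channel cell line; also added: NPY (25 nM), isoproterenol (1 µM), Ro 20-1724 (25 µM); doses: one concentration, 3.6 µM, in 0.4% DMSO; schedule: compound incubation 1 h at room temperature, readout 45 min post-stimulation; technique: membrane potential fluorescence; measure: fluorescence ratio normalized to % inhibition between controls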
p47phox inh: inhibitors of human p47phox binding; P14598; p47phox/p22phox peptide binding, fluorescence polarization, 2 h; inhibition, % at 24.7 µM; 220,000 tested, 0.53% active;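 active means inhibition above about 30%, limit read from the data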;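 further: 0% = p47phox with labelled peptide and 100% = labelled peptide alone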
CHOP inh: blocks CHOP induction under ER stress; CHO-K1 CHOP-promoter luciferase, tunicamycin-induced, 15-18 h; inhibition, % at 10 µM; 220,000 tested, 3.8% active; AID 2732;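 active means compounds that reduced the stress-induced luciferase reporter signal by more than about 70% of percent inhibition, limit read from the data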;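 further: 0% = tunicamycin plus vehicle and 100% = wells without tunicamycin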
NPY-Y1 PAM-ag: human NPY-Y1 potentiation or agonism, primary screen; P25929; 220,000 tested, 0.37% active; NPY-Y1 expressing cells, potentiator/agonist activation; activation, % at 3.6 µM; AID 1304; in the data active means activation above about 33%, passing the limit was not always enough;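 further: cells stimulated with NPY at EC10 then isoproterenol at EC100; 0% = low agonist plus stimulus and 100% = saturating agonist plus stimulus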
S1P4 ag: agonists of human S1P4 receptor; 220,000 tested, 0.35% active; activation, % at 4.98 µM; O95977; S1P4-expressing cell line, agonist reporter assay; AID 1509; in the data active means activation above about 11%;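 further: 0% = DMSO vehicle and 100% = reference agonist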
* marks the source's active call; other numbers are inactive results; / = not tested or not shown.

SMILES	S1P4 antag	NPY2 pot ag	Ba/F3 V617F tox	BaF3 tox	NPY-Y1 antag	p47phox inh	CHOP inh	NPY-Y1 PAM-ag	S1P4 ag
CCOC(=O)N1CCC(c2nc(C)sc2C(=O)O)CC1	-3	-12	-2	6	2	-5	6	-4	1.6
Cc1ccc(N(C(=O)C(F)(F)F)C(C(=O)NC2CCCCC2)c2ccncc2)cc1C (stereo not given)	-9	7	0	8	-4	-13	8	-17	-0.8
O=S(=O)(NC1CCCCCC1)c1ccc(Br)s1	-14	14	-4	0	0	-12	38	-18	-0.4
Cc1occc1C(=O)Nc1cccc(C(=O)O)c1	-4	-12	2	8	6	-3	23	8	1.8
Cc1cc(NC(=O)c2cccc(S(=O)(=O)N3CCCCCC3)c2)n(-c2ccccn2)n1	2	-14	-2	1	-2	-3	-27	-7	1.6
O=C(NCc1cn2ccsc2n1)c1c(F)cccc1Cl	-14	-4	-1	7	1	-17	39	-10	-1.4
C/C(=C\C(=O)c1ccc(Br)cc1)Nc1cccc(Cl)c1	-14	-16	5	4	5	/	/	-27	-3.5
c1ccc2c(-c3cn4ccccc4n3)c[nH]c2c1	-26	-4	-4	0	-1	-11	-29	0	2.5
Cc1cc2c(cc1C)NC(c1cccnc1)C1=C(CC(C)(C)CC1=O)N2 (stereo not given)	-1	15	-2	4	1	5	-15	7	0.5
CCCC(c1nnnn1Cc1ccco1)N1CCC(C(N)=O)CC1 (stereo not given)	14	-6	3	5	-6	-29	-9	-5	-3.4
COc1ccc(OC)c(S(=O)(=O)Nc2ccc(C(N)=O)cc2)c1	2	2	0	3	5	-6	0	-8	2.3
CC(C)C(NC(=O)c1ccccc1F)C(=O)NCCc1ccccn1 (stereo not given)	6	-10	7	10	3	2	-2	0	-3.5
COCCNC(=O)/C(C#N)=C/C(C)=C/c1ccccc1	-15	15	-2	5	-1	3	-12	-2	2.4
CC(C)N(C(=O)CSc1nnnn1-c1ccc2c(c1)OCO2)C(C)C	1	7	4	4	-1	-10	21	2	-0.9
O=C(Nc1ccccc1N1CCCCC1)c1ccc(-c2ccc(Cl)cc2)o1	-4	-14	-2	-2	7	-22	48	-39	-0.8
Cc1cc(Sc2nnc(N)s2)c2ccccc2n1	24	3	96*	77*	/	4	-105	16	0.5
COc1ccc(NC(=O)C(NC(=O)CNC(C)=O)c2ccc(C)cc2)cc1 (stereo not given)	-6	1	5	6	7	-6	14	-23	-0.1
Cc1cc(=S)[nH]c2c(C)cccc12	-13	-10	-3	0	0	-4	22	-11	-0.5
COc1ccc(/C=N/NC(=O)c2ccc(N(C)S(=O)(=O)c3ccccc3)cc2)cc1OC	-15	-8	0	6	3	-10	23	-1	2.6
C=CCn1c(SCC(=O)Nc2nnc(CC)s2)nnc1-c1ccncc1	-14	-11	2	4	-5	-4	-16	19	0.9
Nc1c(C(=O)c2ccc(Br)s2)oc2ccccc12	-4	-8	-1	4	-5	-11	68	0	-0.9
CN1CCN(C(c2ccccc2)c2nnnn2Cc2ccccc2)CC1 (stereo not given)	-17	3	-5	1	3	-4	21	-5	2.6
Oc1c(Cl)cc(Cl)cc1C=Nc1cc(C(F)(F)F)ccc1N1CCc2ccccc2C1	5	-30	4	8	/	-43	36	3	-0.9
O=S(=O)(Nc1ncccn1)c1ccc(NC(=S)NCc2ccco2)cc1	3	5	1	-1	4	-2	3	1	-0.9
CN(C)CC(O)COc1cc2ccccc2cc1C(=O)N1CCCCC1 (stereo not given)	-15	-13	-1	3	15	-14	9	1	1.4
COc1cccc(Cn2c(-c3cccs3)noc2=O)c1	0	12	-2	12	1	1	-25	12	0.2
CCN1C(=O)C(C)S/C1=N\S(=O)(=O)c1ccc(Cl)s1 (stereo not given)	10	1	-2	1	-1	-7	18	17	-0.2
CC(N=C(NS(=O)(=O)c1ccc(Cl)cc1)c1ccccc1)C(=O)O (stereo not given)	-4	-11	3	7	8	-3	-11	-6	-0.6
Cc1cc(Cl)ccc1OCC(=O)N/N=C1\CCCc2ccccc21	-5	-4	1	3	5	-14	14	-33	0.8
Cc1nc(C)c(CC(=O)N/N=C/c2ccc(O)cc2)c(=O)[nH]1	-1	5	-1	2	3	-10	18	10	0.6
O=C1c2cccc3cccc(c23)C(=O)N1CCCc1n[nH]c(=S)n1-c1ccccc1	-11	-12	-1	1	-2	-15	-9	-12	1.3
O=C(/C=C/c1ccc(Cl)c([N+](=O)[O-])c1)Nc1cccnc1	-5	-2	-4	-2	-1	-8	-1	5	0.7
CCCc1nc(NCc2ccc3c(c2)OCO3)c2nnn(Cc3ccccc3Cl)c2n1	-18	4	1	7	6	9	70*	-12	-1.6
CC(=O)Oc1ccc2c(c1)OC(c1ccccc1)CC21CC(C)(C)NC(=S)N1 (stereo not given)	3	-9	3	9	-1	-10	19	-5	-3.4
COc1cc(/C=C2\C(=O)ON=C2c2ccccc2)cc(Cl)c1O	-11	-4	0	3	-4	-166	34	-2	0.0
COc1ccc(Br)cc1S(=O)(=O)N1CCN=C1C	-16	-6	0	5	-4	-9	7	12	-1.2
Cc1ccccc1CSc1nc2n(n1)C(c1cccs1)C1=C(CCCC1=O)N2 (stereo not given)	-3	5	2	10	-6	-16	78*	-11	-1.1
C=CSc1sc(Cl)c(N2CCOCC2)c1[N+](=O)[O-]	5	17	-1	5	0	-6	28	12	0.6
c1ccc(CSc2ncnc3ccccc23)cc1	-9	-27	-3	1	2	-13	24	-15	-2.6
O=c1cc(O)c(-c2ccccc2)c(Cl)[nH]1	-10	4	0	5	1	-4	12	-20	1.9
CCC12CCCN3CCC4(C(=C(C(=O)OC)C1)Nc1ccccc14)C32 (stereo not given)	-11	-28	0	5	6	-14	-12	-14	-1.4
CC(=O)Nc1ncc(Cc2cc(Cl)ccc2Cl)s1	-8	-7	-2	2	0	-1	-15	15	-4.2
CSc1ccc(/C=N/N2CCN(Cc3ccccc3Cl)CC2)cc1	11	-14	-1	3	8	-5	30	-2	0.2
COc1ccccc1NC(=O)C(Sc1ccccc1)c1ccccc1 (stereo not given)	-11	-14	2	12	4	-11	-5	-14	1.7
CN(C)c1ncc(S(=O)(=O)c2ccc(Cl)cc2)c(-c2ccccc2)n1	-5	15	-3	-2	-11	1	21	8	0.1
CCOc1ccc(NC(=O)c2ccc(NCC(=O)N3CCCCCC3)cc2)cc1	5	5	-1	9	1	-3	20	13	-1.5
C/C(=N\O)c1ccn(S(=O)(=O)c2ccc(Cl)cc2)c1	-9	-3	-2	-2	/	-14	12	9	1.8
Cc1ccc2c(c1)[nH]c1c(=O)n(CCCN3CCOCC3)cnc12	-9	-8	1	3	6	0	35	-5	2.6
COc1ccc2c3c(c(=O)oc2c1OCC(N)=O)CCCC3	6	2	-2	1	3	-1	17	-23	-0.6
CCc1ccc(Oc2cc(C)nc(N)n2)cc1	-11	-7	2	3	10	-3	-1	2	-0.4
CS(=O)(=O)Nc1cccc(C(=O)CC2(O)C(=O)Nc3ccccc32)c1 (stereo not given)	7	9	0	6	9	-3	16	-5	-2.1
COc1cccc2[nH]c3c(N4CC(C)CC(C)C4)ncnc3c12 (stereo not given)	-34	-35	1	13	11	-13	5	-84	-0.2
Cc1ccc(N2C(=O)C3C4C=CC(CNC(=S)N5CCN(c6ccccn6)CC5)(O4)C3C2=O)cc1 (stereo not given)	2	-10	-2	5	1	-15	17	2	-0.7
CN(C)c1ccc(/C=N/NC(=O)COc2ccccc2)cc1	4	-2	2	7	1	-14	11	-14	-0.4
O=C(C1=COCCO1)N1CCN(C(c2ccccc2)c2ccccc2)CC1	-5	-5	2	5	-1	-1	18	12	1.4
CC(=O)C1=C(O)C(=O)N(C2CCCCC2)C1c1ccccc1 (stereo not given)	-7	-7	0	5	-3	-13	9	12	-1.1
CCCCc1cn([C@@H](CCCCN)C(=O)N2CCNCC2)nn1	-15	1	0	-5	-3	-3	14	6	0.6
Cc1ccc(NC(=O)C(=O)NCCCN2CCOCC2)c(C)c1	17	-9	-1	1	/	1	4	-11	-0.2
C/C(NC(=O)c1cccs1)=C1\C(=O)C[C@@H]2[C@H]1C2(C)C	-1	-11	-2	-1	22*	-8	69	-13	-0.3
O=C(Nc1cccc(F)c1)NC1(C(=O)N2CCN3CCCC3C2)CCCCC1 (stereo not given)	-5	-2	1	-1	1	2	-25	-9	-0.8
(list continues)
SMILES	S1P4 antag	NPY2 pot ag	Ba/F3 V617F tox	BaF3 tox	NPY-Y1 antag	p47phox inh	CHOP inh	NPY-Y1 PAM-ag	S1P4 ag
O=C(NC1CCCC1)c1ccc(COCC(F)(F)F)o1	-12	-9	0	3	5	-5	-18	-6	1.0
COC(=O)[C@@H]1CCCN1C(=O)CCc1nnc(C2CCCCC2)o1	-19	6	0	4	-4	-3	-19	-1	1.3
CC(=O)c1cccc(NC(=O)Oc2ccccc2)c1	-5	9	-6	3	-4	-20	24	16	-0.2
O=[n+]1c2c(n([O-])c3ccccc31)CCCC2	0	4	-3	-1	0	-13	43	2	-1.6
CCN1CCN(CC(=O)c2cc(OC)c(OC)c(OC)c2)CC1	-4	-10	4	5	3	-2	8	-11	-1.2
CCCCCN1CC(O)=C(c2ccccc2)C1=N	11	-5	3	7	0	-11	24	4	-1.1
COc1ccc2nc3oc(C(=O)N4CCC(C(N)=O)CC4)cc3cc2c1	-23	2	-1	6	6	3	-38	-27	1.9
O=S(=O)(c1ccccc1)c1nc(-c2ccco2)oc1N1CCOCC1	-15	-15	2	6	4	17	12	13	2.7
CCOc1ccc(C2C(C(=O)c3ccco3)=C(O)C(=O)N2CCCn2ccnc2)cc1 (stereo not given)	-6	-18	0	3	2	4	23	-15	0.1
Cc1ccc(/C=N/NC(=O)c2nc3nc(C)cc(C)n3n2)cc1	-23	-6	-2	6	-2	-1	2	-19	-0.1
Cc1nc(NC(=O)CCl)sc1C(=O)N(C)C	-28	2	-4	3	4	1	-5	7	2.4
O=C(NCCCN1CCOCC1)C(=O)NCc1ccco1	-12	-7	-2	5	-4	1	-10	6	-2.9
CC(=O)N(CC(=O)Nc1sc(C)c(C)c1C(N)=O)Cc1ccccc1	-15	1	-2	3	-1	-19	16	16	0.4
C#CCNC(=O)C1=C[C@@H](c2coc3ccccc3c2=O)[C@H](CCCO)[C@@H](OCC)O1	-7	-5	-1	-1	-3	-5	13	-1	-0.6
O=C(COc1ccccc1F)N/N=C1\CCCc2ccccc21	0	1	-1	6	1	-15	24	13	1.2
CN(C)/C=C1\NC(=S)N(c2ccc(Cl)cc2)C1=O	1	5	-2	3	1	-15	5	21	0.4
O=C(CCSc1ccccc1)Nc1nnc(-c2cccs2)o1	9	-35	-4	-3	14	24	29	-29	-1.1

Ordered by value in p47phox inh (largest number first): five from the list above
Structure	S1P4 antag	NPY2 pot ag	p47phox inh	CHOP inh	NPY-Y1 PAM-ag	S1P4 ag
O=S(=O)(c1ccccc1)c1nc(-c2ccco2)oc1N1CCOCC1	-15	-15	17	12	13	2.7
Cc1ccc(/C=N/NC(=O)c2nc3nc(C)cc(C)n3n2)cc1	-23	-6	-1	2	-19	-0.1
C#CCNC(=O)C1=C[C@@H](c2coc3ccccc3c2=O)[C@H](CCCO)[C@@H](OCC)O1	-7	-5	-5	13	-1	-0.6
CCCCCN1CC(O)=C(c2ccccc2)C1=N	11	-5	-11	24	4	-1.1
CC(=O)N(CC(=O)Nc1sc(C)c(C)c1C(N)=O)Cc1ccccc1	-15	1	-19	16	16	0.4

Screening data from PubChem BioAssay.
